# Screening results as filed in PubChem.
# human PMI inhibitors: MPI inhibition at elevated mannose 6-phosphate – biochemical, fluorescence intensity, high mannose 6-phosphate, primary screen (AID 1220) | recombinant PMI enzyme, coupled fluorescence intensity; higher % means a stronger effect | inhibition, % at 20 µM; hits with a dose series show IC50 in µM | 190,000 tested, 0.66% active
# M17LAP inhibition: P. falciparum M17LAP inhibitors, primary screen, biochemical, fluorogenic H-Leu-NHMec substrate, 1536-well (AID 1619); one-dose inhibition, % at 30 µM; IC50 in µM for titrated hits; recombinant M17LAP, H-Leu-NHMec fluorogenic kinetic assay; higher % means a stronger effect; 220,000 tested, 0.38% active;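 active = compound inhibiting the enzyme by more than half at any dose during confirmatory dose-response retesting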;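 also: plate controls were full reaction with DMSO carrier for no effect and no enzyme background for full effect; strong numbers were not always called active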
# UTI89 phage lysis: inhibition of K1F phage lysis, E. coli UTI89, bacterial capsule biogenesis inhibitors, alamar blue (AID 488966); 340,000 tested, 0.02% active; E. coli UTI89 K1F phage lysis, alamar blue, 2 h; higher % means a stronger effect; inhibition, % at 100 µM; hits with a dose series show IC50 in µM;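 active = phage lysis inhibition, versus mean bacterial control, above a set limit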;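 also: capsule biogenesis inhibitors block K1F phage lysis so surviving cells raise fluorescence; higher fluorescence means more inhibition of phage lysis; actives were called in the ten point dose series up to 300 µM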
# XIAP antagonists: small molecules displacing peptide from XIAP – biochemical, IAP family, fluorescence polarization (AID 1018); 200,000 tested, 0.007% active; displacement, % at 20 µM; hits with a dose series show IC50 in µM; XIAP BIR domain, fluorescence polarization peptide displacement; higher % means a stronger effect; in the data active = displacement above about 50%; also: a part of the inactive calls stands beside numbers as strong as those of hits
# M1AAP inhibition: malaria alanyl aminopeptidase activity blockers – biochemical, fluorogenic H-Leu-NHMec substrate, 1536-well (AID 1445) | 220,000 tested, 0.42% active | recombinant M1AAP, H-Leu-NHMec fluorogenic kinetic assay; higher % means a stronger effect | inhibition, % at 30 µM; hits with a dose series show IC50 in µM;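 active = primary inhibition above the hit cutoff, then over 50% inhibition at one or more dose response concentrations, cut at about 23% in these data, passing the limit was not always enough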;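 also: plate controls were DMSO full reaction for no effect and no enzyme background for full effect; strong numbers were not always called active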
# human PMI inhibition: inhibitors of human PMI, primary screen, biochemical, fluorescence intensity, coupled assay (AID 1209) | 190,000 tested, 0.42% active | inhibition, % at 20 µM; hits with a dose series show IC50 in µM | purified PMI enzyme, coupled fluorescence intensity; higher % means a stronger effect;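 also: plate controls were DMSO vehicle for no effect and wells lacking substrate for full effect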
# TNAP activators: stimulation of alkaline phosphatase TNAP activity – biochemical, luminescent, no phosphate acceptor, uHTS, primary screen (AID 1001); one-dose activation fold at 20 µM; EC50 in µM for titrated hits; 200,000 tested, 0.03% active; purified TNAP, luminescent activation assay, no phosphate acceptor; higher activation fold means a stronger effect; in the data active = activation fold from about 3, or a potency from the dose series; inactive = the rest, 99 in 100 with activation fold below about 1.6; also: many of its hits are not listed in these tables
# SIAH1 antagonists: Siah-1 peptide-binding antagonists, primary screen, biochemical, fluorescence polarization, rhodamine-plectin, uHTS (AID 1817). displacement, % at 20 µM; hits with a dose series show IC50 in µM. 290,000 tested, 0.02% active. Siah-1 / rhodamine-plectin peptide fluorescence polarization; higher % means a stronger effect;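 active = displacement of at least 50% at 20 µM, with a fluorescence ratio check between 0.3 and a set limit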;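 also: plate controls were Siah plus tracer with DMSO for no effect and tracer alone without Siah for full effect; strong numbers were not always called active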
# Hep lipid drop: hepatic lipid droplet formation modulation. AML12 mouse hepatocytes, oleate lipid droplets, BODIPY imaging. inhibition, % at 6.5 µM. 240,000 tested, 0.4% active;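 active = lipid droplet intensity inhibited by at least 50%, with more than 500 cells counted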
#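 Assay system: AML12 hepatocytes (mouse) / Also added: 100 µM oleic acid challenge / Times: overnight treatment with compound plus oleate / Detection: high-content imaging of BODIPY-stained droplets and DAPI nuclei / Evaluation: % inhibition of lipid droplet signal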
# Hep lipid drop cells 6.5 µM: further read-out of Hep lipid drop, marked with its call; cell count; measured here: cell count, cytotoxicity flag;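 cells counted across two imaged fields per well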
# An asterisk follows results filed as active; · = not tested or not shown; [ ] = remark or other dose. Rule as the data show it, unless noted: active = inhibition above about 50%; inactive = the rest.
SMILES,human PMI inhibitors,M17LAP inhibition,UTI89 phage lysis,XIAP antagonists,M1AAP inhibition,human PMI inhibition,TNAP activators,SIAH1 antagonists,Hep lipid drop,Hep lipid drop cells 6.5 µM
COc1cc(C2C(C(=O)c3ccc(C)o3)=C(O)C(=O)N2CCc2ccccc2)ccc1O (stereo not given),9%,18%,0.7%,-0.8%,1%,2%,1,7%,·,·
O=C(O)c1cc(N/N=C/c2cccs2)ccc1Cl,-28%,17%,·,-5.1%,10%,-47%,1.1,-2%,9,678
O=C(/C=C/c1ccc(OCc2cccc(Cl)c2)cc1)N1CCOCC1,10%,32%,-0.4%,-2.6%,-6%,11%,1.1,12%,8,707
CCn1ncc(C2=NOC(C(=O)Nc3cccnc3)C2)c1C (stereo not given),7%,13%,4.9%,-6.2%,10%,16%,1.1,0%,-17,753
O=C(COC(=O)c1cccs1)NC1CCCCC1,10%,11%,1.0%,-14%,4%,6%,1,-2%,·,·
COc1ccc([N+](=O)[O-])cc1N(CC(=O)NC1CCCCC1)S(C)(=O)=O,-3%,3%,-0.3%,-2.4%,1%,2%,1.1,14%,-8,703
COc1ccc(CCN=CC2=C(O)CCCC2=O)cc1OC,-10%,-10%,0.1%,-0.4%,0%,-2%,1.1,0%,·,·
COc1ccc(N2CCN(c3ccc(N4C(=O)CC(C)C4=O)cc3[N+](=O)[O-])CC2)cc1 (stereo not given),8%,-5%,0.2%,-2.7%,-8%,2%,1,-1%,-20,695
CCc1cc2c(SCC(=O)c3ccc(Cl)s3)ncnc2s1,1%,11%,0.7%,-19%,8%,7%,1.1,2%,2,768
C/C(=N\NC(=O)c1cc(C(C)(C)C)[nH]n1)C12CC3CC(CC(C3)C1)C2,2%,-2%,0.3%,1.1%,-6%,6%,1.2,-9%,-2,750
CC(OC(=O)c1cc(S(=O)(=O)N(C)c2ccccc2)ccc1Cl)C(=O)Nc1ccc2c(c1)OCCO2 (stereo not given),3%,-6%,2.9%,-4.9%,-1%,-1%,1,-5%,-10,580
Cc1ccc(CNC(=O)/C=C/c2ccc(S(=O)(=O)N3CCOCC3)cc2)cc1,8%,7%,1.8%,-1.9%,2%,4%,1.1,-7%,14,665
O=c1[nH]cnc2ccc([N+](=O)[O-])cc12,·,2%,-0.1%,·,4%,·,·,9%,-16,644
CCOC(=O)c1cnn(-c2ccccc2)c1-c1ccccc1,-4%,6%,3.3%,-4.6%,2%,-6%,1.1,0%,-17,725
Cn1cc(CCNC(=O)CC2C(=O)NCCN2CC(c2ccccc2)c2ccccc2)cn1 (stereo not given),·,-6%,-0.1%,·,0%,·,·,-4%,12,722
Cc1c(NC(=O)/C(C#N)=C/C2CC=CCC2)c(=O)n(-c2ccccc2)n1C (stereo not given),3%,4%,0.1%,-9.1%,-2%,2%,1.1,-3%,-13,816
NS(=O)(=O)c1ccc(NC(=S)NC2CCCC2)cc1,-3%,-3%,1.9%,-4.5%,10%,3%,1,-1%,-25,594
Cc1cccc(NC(=O)CSc2nsc(SCC(=O)Nc3cccc(C)c3)c2C#N)c1,12%,-3%,-0.2%,-8.4%,4%,22%,1.1,2%,-10,693
Cc1ccc(NC(=O)Cc2ccc(-n3cccc3)cc2)c(C)c1,-1%,12%,0.1%,-3.5%,8%,-4%,1.1,-1%,0,609
CCOc1ccccc1C(=O)OCC(=O)Nc1ncc(C(F)(F)F)cc1Cl,-2%,9%,0.1%,-3.5%,8%,8%,1.1,-3%,-38,763
Cc1cccc(C(=O)N[C@H](C(=O)OCC(=O)NC(=O)c2cccn2C)C(C)C)c1,18%,2%,0.0%,0.2%,10%,13%,1,0%,-3,641
C/C(CC(=O)Nc1ccc([N+](=O)[O-])cc1)=N/NC(=O)C1CC12CCC2 (stereo not given),13%,4%,0.2%,-5.0%,7%,10%,1,-2%,4,720
Cc1ccc(Cl)cc1OCC(=O)NCCOC(=O)Nc1sc(=S)n(C)c1C,3%,12%,2.3%[50 µM],-9.6%,0%,3%,1,-10%,23,666
Nc1nc(-c2cccnc2)nc2sc3c(c12)CCCC3,2%,-4%,0.2%,13%,8%,5%,1,1%,3,661
Cc1cccc(OCc2nnc(SCC(=O)N3CCN(C(=O)c4ccco4)CC3)n2C)c1C,-4%,8%,4.8%,-1.1%,1%,-8%,1.1,0%,·,·
O=C(O)CSc1nc2ccc(Cl)cc2[nH]1,-4%,19%,0.6%,-5.3%,2%,-8%,1.1,-4%,·,·
CC(Oc1ccc(Br)cc1)C(=O)Nn1c(=S)[nH]c2ncccc2c1=O (stereo not given),13%,22%,·,-5.2%,30%,10%,1.1,0%,5,656
COc1ccc(/C=N/NC(=O)CNC(=O)COc2ccccc2)cc1,0%,2%,3.1%,-4.1%,6%,17%,1.1,-5%,1,652
Cc1nnc(SCCN2CCOCC2)n1-c1cccc(Cl)c1,6%,14%,0.2%,-3.3%,-1%,14%,1.1,8%,6,797
COc1ccc(/C=C/c2ccccc2)cc1[C@H]1[C@H]2C=CC[C@@H](C)[C@@H]2C(=O)N1Cc1ccccc1,·,21%,1.6%,·,-7%,·,·,0%,-13,666
COc1ccc(NC(=O)C2=C(C)Nc3ncnn3C2c2ccccc2C(F)(F)F)c(OC)c1 (stereo not given),16%,-11%,0.7%,-16%,7%,18%,1,-3%,-5,669
COc1cccc(-c2nnc(SCC(=O)NCc3ccc4c(c3)OCO4)n2Cc2ccco2)c1,5%,-6%,-0.7%,-4.4%,4%,0%,1.1,0%,-6,844
Cc1cccc(C)c1-n1cccc1/C=C1/C(=N)N2C(=NC1=O)SN=C2S(C)(=O)=O,-8%,47%,-0.1%,-8.8%,34µM*,-14%,1,9%,9,723
CCC1c2ccc(C)n2CCN1C(=O)Nc1ccccc1OC (stereo not given),18%,9%,-0.4%,-6.5%,11%,2%,1.1,5%,-4,724
COC(=O)C1=C(C)NC(C)=C(C(=O)OC)C1C(=O)OCC(=O)Nc1ccc(C(C)=O)cc1,-3%,10%,1.4%,-4.0%,6%,-10%,1.1,-4%,-14,681
O=C(Nc1ccc2c(c1)OCO2)c1ccc(Cl)s1,12%,-13%,2.0%,-8.3%,4%,19%,1.3,2%,1,736
Cn1c(-c2ccccc2)c(/C=N/NC(=O)c2cccnc2)c2ccccc21,6%,2%,1.8%,0.4%,1%,7%,1.1,-3%,-2,725
O=C(COC(=O)c1ccco1)NCc1cccs1,6%,0%,0.6%,-2.5%,-1%,4%,1.1,-1%,-11,676
CC1CCCN(CCCNC(=O)CCn2nc(-c3ccccc3)ccc2=O)C1 (stereo not given),3%,-1%,1.5%[50 µM],-14%,0%,4%,1.1,-1%,-4,722
O=C(Nc1ccc2oc(=O)ccc2c1)c1cc([N+](=O)[O-])ccc1N1CCOCC1,15%,8%,-0.1%,-5.6%,9%,12%,1,0%,6,681

# Complete entries as entered above. Screens in order: human PMI inhibitors	M17LAP inhibition	UTI89 phage lysis	XIAP antagonists	M1AAP inhibition	human PMI inhibition	TNAP activators	SIAH1 antagonists	Hep lipid drop	Hep lipid drop cells 6.5 µM
# Cc1ccc(Cl)cc1OCC(=O)NCCOC(=O)Nc1sc(=S)n(C)c1C reads 3%	12%	2.3%[50 µM]	-9.6%	0%	3%	1	-10%	23	666
# COC(=O)C1=C(C)NC(C)=C(C(=O)OC)C1C(=O)OCC(=O)Nc1ccc(C(C)=O)cc1 reads -3%	10%	1.4%	-4.0%	6%	-10%	1.1	-4%	-14	681
# C/C(CC(=O)Nc1ccc([N+](=O)[O-])cc1)=N/NC(=O)C1CC12CCC2 (stereo not given) reads 13%	4%	0.2%	-5.0%	7%	10%	1	-2%	4	720
# Nc1nc(-c2cccnc2)nc2sc3c(c12)CCCC3 reads 2%	-4%	0.2%	13%	8%	5%	1	1%	3	661

# (next part)
SMILES,human PMI inhibitors,M17LAP inhibition,UTI89 phage lysis,XIAP antagonists,M1AAP inhibition,human PMI inhibition,TNAP activators,SIAH1 antagonists,Hep lipid drop,Hep lipid drop cells 6.5 µM
O=C(N/N=C/c1ccccn1)c1cc(-c2ccccc2Cl)n[nH]1,-20%,3%,-0.2%,-5.1%,8%,-12%,2.4,-3%,-4,738
CC(C)(C)C1(C)OC(=O)C(=Cc2ccc(OCC(=O)Nc3ccccc3)cc2)C(=O)O1 (stereo not given),-16%,32%,0.5%[50 µM],-6.1%,5%,-22%,1.1,2%,·,·
Cc1nn(CCCC(=O)NCc2ccc(Cl)cc2)c(C)c1[N+](=O)[O-],7%,-32%,2.5%[50 µM],-2.6%,9%,13%,1.1,-4%,-6,665
COc1cc2c(cc1NC(=O)Cn1cnc3c1c(=O)n(C)c(=O)n3C)oc1ccccc12,4%,10%,·,-1.9%,2%,6%,1.1,5%,·,·
Fc1ccccc1-c1nc(-c2ccccc2)no1,-1%,0%,2.0%,-7.9%,3%,-1%,1.1,10%,-4,726
CCS(=O)(=O)N1CCC(C(=O)NCc2ccccc2OC)CC1,-2%,-8%,0.2%,2.0%,1%,2%,1.1,4%,·,·
Cc1ccc2nc(-c3ccncc3)c(Nc3ccccc3)n2c1,4%,-2%,0.2%,6.0%,-1%,18%,1.2,0%,-1,648
Cc1cccc(C)c1C(=NCCCN(C)C)c1ccccc1,-2%,-9%,5.4%,-0.9%,-2%,0%,1.1,2%,-1,649
CCSc1nc2ccc(OC)cc2cc1C#N,14%,30%,3.7%,-2.8%,8%,-2%,1.1,-4%,17,709
CC(=O)/C(N=Nc1cc(C)ccc1O)=C(\C)O,16%,22%,-0.5%,-5.8%,12%,-20%,1,-1%,7,730
O=C1OCCC1Sc1nnc(-c2ccccc2Br)n1Cc1ccccc1 (stereo not given),-6%,-2%,-0.1%,1.4%,5%,-9%,1.1,1%,1,646
CCCCNc1ccc(C(=O)Nc2cccc(C)n2)cc1[N+](=O)[O-],17%,-6%,-0.8%,1.0%,-5%,19%,1,1%,19,620
O=C(O)c1cc(-c2ccco2)nc2cc3ccccc3cc12,·,35%,-0.9%,·,15%,·,·,11%,0,680
Cc1cc2nc(CS)[nH]c2cc1C,·,-7%,0.3%,·,-3%,·,·,-7%,-1,698
CS(=O)(=O)N1CCN(c2ccc([N+](=O)[O-])c(NCc3ccccc3)c2)CC1,23%,-7%,0.2%,-21%,-3%,12%,1,-5%,·,·
CCOc1ccc(OCC)c(NC(=O)CSc2nc3cccnc3n2C)c1,15%,10%,7.8%,-3.3%,-1%,9%,1.1,10%,0,771
Cc1noc(NS(=O)(=O)c2ccc(NC(=O)c3ccoc3C)cc2)c1C,0%,14%,0.3%,-9.8%,-2%,0%,1.1,-1%,6,706
CCCc1nnc(SCC(=O)N2CCOCC2)n1C,8%,-1%,2.7%,0.5%,-2%,0%,1.1,3%,-1,781
